Screening results as filed in PubChem BioAssay.
Scp-1 inhibitor: Scp-1 phosphatase inhibitors, primary screen, biochemical, colorimetric, uHTS. inhibition, % at 20 µM. AID 493091, 2011. Carboxy-terminal domain RNA polymerase II polypeptide A small phosphatase 1 (Homo …. 340,000 tested, 0.88% active. Recombinant Scp1, phosphopeptide, malachite green phosphate absorbance;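 active means inhibition above about 50% at 20 µM, limit read from the data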;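 further: plate controls were DMSO wells with enzyme for no effect and wells lacking enzyme for full effect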
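Material: truncated SCP-1 phosphatase (76-261aa) / Buffer or medium: 50 mM Tris acetate pH 5.5, 0.005% Tween-20, 10 mM MgCl2 / Compound dosing: one concentration, 20 µM, with 1.0% DMSO / Incubation: 45 min room-temperature reaction, 5 min colour, 30 min stabiliser / Detection: colorimetric free-phosphate detection, absorbance 630 nm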
CendR NRP1 mod: modulators of CendR peptide binding to NRP-1, primary screen, biochemical, fluorescence polarization, uHTS. 360,000 tested, 0.85% active. FAM-RPARPAR peptide binding to NRP-1. AID 602438, 2012. Neuropilin-1 (Homo sapiens), O14786. inhibition, % at 25 µM;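 active means inhibition or corrected inhibition above about 18%, plus a signal ratio from 0.5 to 1.5, limit read from the data, passing the limit was not always enough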; further: strong numbers were not always called active
Target sequence (O14786 whole entry, looked up): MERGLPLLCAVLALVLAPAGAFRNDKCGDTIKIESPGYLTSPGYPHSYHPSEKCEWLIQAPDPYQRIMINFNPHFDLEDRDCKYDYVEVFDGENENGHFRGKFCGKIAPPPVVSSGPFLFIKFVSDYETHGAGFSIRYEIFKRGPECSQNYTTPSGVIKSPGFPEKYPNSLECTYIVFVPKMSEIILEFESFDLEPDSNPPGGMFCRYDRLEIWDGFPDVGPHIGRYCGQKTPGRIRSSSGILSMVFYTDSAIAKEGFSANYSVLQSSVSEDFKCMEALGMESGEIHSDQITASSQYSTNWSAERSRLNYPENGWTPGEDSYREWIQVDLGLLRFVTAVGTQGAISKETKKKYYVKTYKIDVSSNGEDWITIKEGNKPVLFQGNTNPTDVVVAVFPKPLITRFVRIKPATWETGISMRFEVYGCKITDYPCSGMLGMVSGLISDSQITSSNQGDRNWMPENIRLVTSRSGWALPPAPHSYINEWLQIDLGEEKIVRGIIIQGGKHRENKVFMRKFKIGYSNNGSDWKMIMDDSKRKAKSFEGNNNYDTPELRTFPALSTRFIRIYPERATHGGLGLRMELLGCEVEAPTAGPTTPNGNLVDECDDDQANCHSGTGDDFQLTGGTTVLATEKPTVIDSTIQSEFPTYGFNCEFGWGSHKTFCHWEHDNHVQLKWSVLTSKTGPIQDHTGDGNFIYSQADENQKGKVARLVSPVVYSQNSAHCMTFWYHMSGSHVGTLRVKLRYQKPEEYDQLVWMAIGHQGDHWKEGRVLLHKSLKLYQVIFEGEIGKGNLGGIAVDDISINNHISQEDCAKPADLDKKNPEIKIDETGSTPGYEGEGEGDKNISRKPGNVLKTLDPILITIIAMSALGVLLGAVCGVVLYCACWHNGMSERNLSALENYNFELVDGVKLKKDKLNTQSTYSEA
STEP block: STEP phosphatase inhibitors, primary screen, biochemical, fluorescence intensity, uHTS | Tyrosine-protein phosphatase non-receptor type 5 (Homo sapiens), P54829 | inhibition, % at 20 µM | 360,000 tested, 0.25% active | AID 588621, 2011 | recombinant STEP, OMFP fluorogenic substrate;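 active means inhibition at 20 µM, scaled per plate between control wells, above about 37%, limit read from the data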;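 further: 0% = DMSO with enzyme and substrate and 100% = substrate only without enzyme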
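Material: STEP (striatal-enriched tyrosine phosphatase) enzyme, cell-free; Compound dosing: 20 µM single dose in 1% DMSO; Technique: fluorescence read at 480 nm ex / 540 nm em; Times: reaction 20 min, ambient temperature; Medium: 50 mM Bis-Tris pH 6.0 with 2.5 mM DTT and 0.005% Tween 20; Also added: OMFP at 25 µM.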
LMPTP inh: LMPTP phosphatase inhibitors, primary screen, biochemical, fluorescence intensity, uHTS | AID 651560, 2012 | recombinant LMPTP-A, OMFP fluorogenic substrate | 360,000 tested, 0.22% active | inhibition, % at 20 µM;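 active means compounds that cut the enzyme signal by at least half of the control window in the single-dose screen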;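 further: plate controls were DMSO wells with enzyme plus substrate for no effect and substrate without enzyme for full effect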
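Assay system: LMPTP-A, protein tyrosine phosphatase of low molecular weight / Medium: pH 6.0 Bis-Tris buffer with DTT and Triton X-100 / Schedule: 50 min enzyme reaction at room temperature, protected from light / Measured by: endpoint fluorescence intensity from OMFP dephosphorylation / Read-out basis: % inhibition relative to no-enzyme and uninhibited control wells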
MT1-MMP act inh: blockers of MT1-MMP proenzyme processing, primary screen, HT1080 RFP-PRO-GFP cells, GFP/RFP fluorescence. Matrix metalloproteinase-14 (Homo sapiens), P50281. GFP/RFP ratio fluorescence, overnight; percent of plate control window, DMSO zero. GFP/RFP ratio change, % at 20 µM. 360,000 tested, 0.061% active. AID 651647, 2012;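 active means GFP/RFP ratio change of at least 30% with cell ATP level not reduced by more than half and red fluorescence within 50% of control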; further: strong numbers were not always called active
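Assay system: RFP-PRO-GFP reporter HT1080 cells; read-out basis: GFP/RFP fluorescence ratio; benchmarks: DMSO wells and RFP-L50D-GFP cells; doses: 20 µM single dose, 1% DMSO; schedule: overnight cell settling, then overnight compound exposure, 37 °C, 5% CO2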
Rpn11 block: Rpn11 (PSMD14) deubiquitinase inhibitors, primary screen, biochemical, fluorescence polarization, uHTS; 26S proteasome non-ATPase regulatory subunit 14 (Homo sapiens), O00487; 360,000 tested, 0.59% active; human 26S proteasome, Ub4-pepOG fluorescence polarization; 20S core pre-blocked with epoxomicin; calls only at 20 µM; AID 588493, 2011;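 active means inhibition at 20 µM, scaled to each plate's controls, above about 33%, limit read from the data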
SUMO1 PPI mod: modulators of SUMO1 protein-protein interactions, primary screen, biochemical, uHTS | Small ubiquitin-related modifier 1 (Homo sapiens), P63165 | SUMO1 binding to a labelled peptide, TR-FRET, 1 h | inhibition, % at 20 µM | 360,000 tested, 0.33% active | AID 602429, 2012; in the data active means inhibition above about 37%
Target sequence (P63165 whole entry, looked up): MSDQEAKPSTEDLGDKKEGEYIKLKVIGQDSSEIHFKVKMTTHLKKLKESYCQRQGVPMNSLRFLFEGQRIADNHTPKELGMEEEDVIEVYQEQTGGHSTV
NadD inh: inhibitors of S. aureus NadD, primary screen, biochemical, colorimetric, uHTS | AID 602399, 2012 | purified NadD enzyme, colorimetric absorbance read-out | inhibition, % at 20 µM | Nicotinate-nucleotide adenylyltransferase NadD (Staphylococcus aureus N315) | 360,000 tested, 0.78% active; in the data active means inhibition above about 26%; further: some compounds past the cut are filed as inactive
SKN-1 block: suppressors of acrylamide-induced Pgst-4::GFP reporter in worms, primary screen, SKN-1 inhibitor project, whole organism, uHTS, GFP/RFP fluorescence ratio, strain VP596 | C. elegans VP596 Pgst-4::GFP/RFP ratio, 24 h | inhibition, % at 21.8 µM | 360,000 tested, 0.49% active | AID 624304, 2012;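 active means interference check ratio from 0.5 to 1.5 plus GFP to RFP signal ratio inhibition reaching or exceeding a fixed threshold, cut at about 30% in these data, passing the limit was not always enough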; further: some compounds called inactive have numbers as strong as hits
DNMT1 block: human DNMT1 methyltransferase inhibitors, primary screen, biochemical, molecular beacon, fluorescence, HinP1I cleavage, uHTS; inhibition (reported as % activation of signal), % at 10 µM; 360,000 tested, 0.83% active; AID 588458, 2011; in the data active means inhibition above about 50%
An asterisk follows results filed as active; i = inactive; . = not tested or not shown.

SMILES	Scp-1 inhibitor	CendR NRP1 mod	STEP block	LMPTP inh	MT1-MMP act inh	Rpn11 block	SUMO1 PPI mod	NadD inh	SKN-1 block	DNMT1 block
COc1ccc(NC2c3ccccc3C(=O)N2Cc2ccc3c(c2)OCO3)cc1 (stereo not drawn)	-12	-4	0	3.4	-1	i	-3	-2	19	-3
O=C(O)c1c(-c2ccccc2)oc2ccc(O)cc12	-10	3	-1	-1.0	0	i	-4	-10	9	2
COc1ccc2oc(C(=O)OCC(=O)NCC3CCCO3)c(C)c2c1 (stereo not drawn)	-4	4	0	1.0	4	i	2	1	5	-1
CC(NC(=O)/C(C#N)=C/c1ccc([N+](=O)[O-])o1)c1ccccc1 (stereo not drawn)	4	-85	2	-0.6	-7	i	-10	4	19	7
COc1cc(NC(=O)c2ccccc2Cl)c(OC)cc1NC(=O)CN1CCOCC1	0	0	2	-2.1	2	i	-6	-1	-9	-5
Cc1nc(C(F)(F)F)ccc1C(=O)N1CCCC1(C)C(=O)NCC(C)C (stereo not drawn)	.	0	-2	-1.3	8	i	1	2	21	8
N#Cc1ccccc1OCC(=O)OCC(=O)c1c[nH]c2ccccc12	-6	-3	-2	0.0	0	i	-1	-7	-17	-13
O=C(Nc1ccc2oc(-c3ccccc3)nc2c1)c1ccco1	-9	-1	7	0.7	3	i	3	-4	30	-10
COc1cc([N+](=O)[O-])ccc1NC(=O)NN1CCN(C)CC1	1	8	5	3.7	-4	i	-30	-4	-9	2
Cc1ccc(Sc2ccncc2S(N)(=O)=O)cc1	4	-6	-2	-1.1	1	i	-2	-4	7	6
CC(=O)Nc1ccc(NC(=O)CCCCCN2C(=O)c3ccccc3C2=O)cc1	-20	-13	1	-1.4	2	i	-7	-2	12	-1
CC(C)/C=C/CN1CCC(Oc2ccc(C(=O)N3CCCC3)cc2)CC1	.	0	-2	0.5	1	i	-1	-5	-3	1
COc1ccc2c(c1)c(=O)oc1cc(OCC(=O)N3CCCC(C)C3)ccc12 (stereo not drawn)	33	1	9	3.9	3	i	8	2	7	13
COc1ccc(NC(=O)N(C)C[C@H]2Oc3ccc(NC(=O)Nc4ccc(C(F)(F)F)cc4)cc3C(=O)N([C@H](C)CO)C[C@@H]2C)cc1	50*	5	0	3.3	13	i	5	1	8	-18
COc1ccc(-c2ccc(=O)n(CC(=O)NCc3ccco3)n2)cc1	14	8	3	-0.4	12	i	-2	-2	7	7
CNc1ccc(Cl)cc1S(=O)(=O)c1ccccc1[N+](=O)[O-]	.	-7	2	0.7	0	i	-16	-7	-12	2
Cc1ccc(C2(c3noc(CN(C)CC4COCCO4)n3)CCCC2)cc1 (stereo not drawn)	4	4	-4	-0.2	2	i	-2	3	8	-3
OC(c1ccc(F)c(F)c1)c1ncc(-c2cccc(C(F)(F)F)c2)[nH]1 (stereo not drawn)	.	6	-3	1.5	0	i	-6	2	-5	10
CCc1ccc(-c2nc(CS(=O)CC(=O)NCc3ccco3)c(C)o2)cc1 (stereo not drawn)	-1	-6	1	-1.1	-1	i	8	5	13	-3
CCCNC(=S)N1CCC(Cc2ccccc2)CC1	4	0	0	-0.9	2	i	3	5	-13	2
CCc1ccccc1NC(=O)CNCC(=O)Nc1ccccc1CC	0	5	-2	0.5	3	i	4	1	2	-2
CC(c1ccon1)N(C)Cc1cn(C)nc1-c1cccc(Cl)c1 (stereo not drawn)	4	9	-2	-2.0	-1	i	-1	-1	4	3
CCOc1ccccc1OCCC(=O)N1CCN(S(=O)(=O)c2ccccc2[N+](=O)[O-])CC1	11	6	0	0.6	9	i	-5	-4	1	9
CCCNC(=O)C/C(C)=N/NC(=O)COc1ccc(C)cc1Br	-9	5	-5	-1.0	2	i	-2	-6	-8	1
CCOC(=O)CNC(=O)CN1C(=O)CCS(=O)(=O)c2ccccc21	-2	1	-12	-2.9	0	i	1	-3	-2	1

The last four records of the section above come first, to join the parts:
SMILES	Scp-1 inhibitor	CendR NRP1 mod	STEP block	LMPTP inh	MT1-MMP act inh	Rpn11 block	SUMO1 PPI mod	NadD inh	SKN-1 block	DNMT1 block
CC(c1ccon1)N(C)Cc1cn(C)nc1-c1cccc(Cl)c1 (stereo not drawn)	4	9	-2	-2.0	-1	i	-1	-1	4	3
CCOc1ccccc1OCCC(=O)N1CCN(S(=O)(=O)c2ccccc2[N+](=O)[O-])CC1	11	6	0	0.6	9	i	-5	-4	1	9
CCCNC(=O)C/C(C)=N/NC(=O)COc1ccc(C)cc1Br	-9	5	-5	-1.0	2	i	-2	-6	-8	1
CCOC(=O)CNC(=O)CN1C(=O)CCS(=O)(=O)c2ccccc21	-2	1	-12	-2.9	0	i	1	-3	-2	1
CC(C)(C)C(=O)CC1(O)C(=O)N(Cc2ccccc2)c2ccccc21 (stereo not drawn)	-5	1	-3	-1.0	-1	i	-1	-1	27	-3
Cc1ccc(C2SCC(=O)N2Cc2ccccc2)cc1 (stereo not drawn)	-3	1	0	-0.7	3	i	2	-7	-4	0
COc1cccc2c(=O)n(CC(=O)N3CCc4ccccc43)ccc12	-4	-9	0	-1.8	2	i	-1	-3	13	3
Cc1ccc(NC(NC(=O)Cc2ccccc2)C(Cl)(Cl)Cl)cc1 (stereo not drawn)	-8	-2	0	-0.1	0	i	1	-3	4	4
O=C(Nc1cc(S(=O)(=O)N2CCCC2)ccc1Cl)C1=COCCO1	3	4	-3	-0.8	-2	i	-3	-5	-9	1
COc1ccc(C)cc1NC(=O)C1CCN(S(=O)(=O)c2ccc3c(c2)NC(=O)CO3)CC1	-3	-2	-4	0.3	-2	i	2	-5	-2	-4
Cc1ccc2nc(-c3ccccn3)[nH]c2c1	-5	9	-3	-3.1	0	i	-1	-3	16	0
COc1ccc(N(CC(=O)NCCc2ccccc2)C(=O)c2csnn2)cc1	-3	7	-1	-0.6	-3	i	1	-4	25	1
CCOC(=O)c1ccc(OC)c(OC)c1Cl	-3	13	1	-0.8	2	i	-4	-1	-1	1
O=C(CN1C(=O)C2C3C=CC(C3)C2C1=O)Nc1ccc2c(c1)OCCO2 (stereo not drawn)	-8	15	-4	-0.3	2	i	-6	-1	-4	2
COc1cc(/C=C2/CC(C)OC2=O)c([N+](=O)[O-])cc1OC (stereo not drawn)	1	5	-1	-1.6	4	i	-21	-1	-2	-4
CCOC(=O)C1(c2ccccc2)SC(C(=O)OCC)(c2ccccc2)S1 (stereo not drawn)	.	1	10	0.9	-6	i	2	4	3	-2
O=C(NCN1CCN(c2ccccn2)CC1)c1cnccn1	0	-20	10	-1.8	1	i	0	-4	3	4
CCOC(=O)C1CCN(C(=O)c2ccc(OC3CCN(C(=O)CCOC)CC3)cc2)CC1	-5	9	1	-0.5	4	i	0	-4	-1	3
COC(CNC(=O)C1CC(=O)N(CCc2ccccc2)C1)OC (stereo not drawn)	-4	5	0	-0.6	0	i	-2	-4	6	4
CCOC(=O)COc1ccc2cc(C(=O)OCC)c(=O)oc2c1	3	-2	-1	-2.0	2	i	-18	-4	6	3
CCN(CC)S(=O)(=O)c1ccc(OCC(=O)NCc2ccccc2)cc1	-8	-10	-2	-2.4	2	i	-1	-4	18	15
CCOC(=O)NNC(=O)CCn1c2c(c3ccccc31)CCCC2	-2	19	7	-1.4	-12	i	2	-8	-4	-3
CC1(C)CC(=O)c2sc(NC(=O)c3ccc4ncsc4c3)nc2C1	-11	-11	2	-0.9	-2	i	-6	1	-5	0
COCCNC(=O)C1(C)CCCN(C(=O)c2cccc3ccccc23)C1 (stereo not drawn)	.	-8	-3	0.0	1	i	1	-1	14	-2
Cc1cc(=O)oc2cc(OCCCC[n+]3ccccc3)ccc12	1	2	1	-0.2	2	i	-1	-3	3	4
Cc1ccc(Nc2nnc(SC3CCOC3=O)s2)cc1 (stereo not drawn)	-6	-1	1	0.4	-1	i	6	2	-6	-3
C/C(=N/NS(=O)(=O)c1ccc(Cl)cc1)c1ccc2c(c1)OCO2	-8	-10	-4	0.9	1	i	5	1	-2	0

Pulled one by one from the entries so far (5):
SMILES	Scp-1 inhibitor	CendR NRP1 mod	STEP block	LMPTP inh	MT1-MMP act inh	Rpn11 block	SUMO1 PPI mod	NadD inh	SKN-1 block	DNMT1 block
CC1(C)CC(=O)c2sc(NC(=O)c3ccc4ncsc4c3)nc2C1	-11	-11	2	-0.9	-2	i	-6	1	-5	0
COCCNC(=O)C1(C)CCCN(C(=O)c2cccc3ccccc23)C1 (stereo not drawn)	.	-8	-3	0.0	1	i	1	-1	14	-2
CCOC(=O)c1ccc(OC)c(OC)c1Cl	-3	13	1	-0.8	2	i	-4	-1	-1	1
CC(C)(C)C(=O)CC1(O)C(=O)N(Cc2ccccc2)c2ccccc21 (stereo not drawn)	-5	1	-3	-1.0	-1	i	-1	-1	27	-3
Cc1ccc(Nc2nnc(SC3CCOC3=O)s2)cc1 (stereo not drawn)	-6	-1	1	0.4	-1	i	6	2	-6	-3
